PME-1 primary: blocks human protein phosphatase methylesterase 1; Q9Y570; recombinant PME-1, FP-Rh probe fluorescence polarization; inhibition, % at 5.9 µM; 320,000 tested, 0.53% active; AID 2130;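 active = inhibition above the campaign mean of all compounds plus 3 SD, cut at about 26% in these data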;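 note: competitive labeling of PME-1 active site by serine hydrolase directed probe; 0% = PME-1 with DMSO and 100% = wells lacking PME-1 enzyme; inhibitors block probe labeling so polarization falls and inhibition rises; many of its hits are not listed in these tables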
Target sequence (Q9Y570 whole entry, looked up): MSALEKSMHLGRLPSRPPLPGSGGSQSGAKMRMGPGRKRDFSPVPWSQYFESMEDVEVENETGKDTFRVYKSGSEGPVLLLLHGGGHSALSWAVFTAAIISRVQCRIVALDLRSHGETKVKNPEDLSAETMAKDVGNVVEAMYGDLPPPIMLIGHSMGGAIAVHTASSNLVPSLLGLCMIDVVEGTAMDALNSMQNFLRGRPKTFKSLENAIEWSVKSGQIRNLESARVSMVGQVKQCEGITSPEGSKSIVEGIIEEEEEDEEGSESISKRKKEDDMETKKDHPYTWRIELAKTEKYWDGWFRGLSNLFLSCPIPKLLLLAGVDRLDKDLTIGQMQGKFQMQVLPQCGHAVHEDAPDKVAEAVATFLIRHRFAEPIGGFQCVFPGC
PAFAH1B3 inh: inhibitors of human PAFAH1B3; recombinant PAFAH1B3, FP-rhodamine probe, fluorescence polarization; inhibition, % at 3.39 µM; 340,000 tested, 0.28% active; AID 492972;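 active = inhibition above the screen-wide average of all tested compounds plus 3 SD, cut at about 25% in these data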;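 note: 0% = enzyme with DMSO only and 100% = wells lacking PAFAH1B3 protein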
GSTO1 counter: GSTO1 inhibition, counter-screen for RBBP9 inhibitors. recombinant GSTO1, activity-based probe fluorescence polarization. inhibition, % at 5.96 µM. 300,000 tested, 1.1% active. AID 1974;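 active = inhibition above the campaign mean inhibition plus 3 SD, cut at about 35% in these data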;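 note: 0% = GSTO1-1 with DMSO and 100% = wells lacking GSTO1-1 enzyme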
pPAFAH FP inh: pPAFAH (human) enzyme inhibition. Q13093. recombinant pPAFAH, FP-rhodamine probe fluorescence polarization. inhibition, % at 3.39 µM. 330,000 tested, 1.5% active. AID 463082;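 active = inhibition above the mean inhibition across the screen plus 3 SD, cut at about 25% in these data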;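 note: inhibitors block binding of the rhodamine activity-based probe so polarization drops; 0% = enzyme with DMSO and 100% = wells lacking pPAFAH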
Target sequence (Q13093 whole entry, looked up): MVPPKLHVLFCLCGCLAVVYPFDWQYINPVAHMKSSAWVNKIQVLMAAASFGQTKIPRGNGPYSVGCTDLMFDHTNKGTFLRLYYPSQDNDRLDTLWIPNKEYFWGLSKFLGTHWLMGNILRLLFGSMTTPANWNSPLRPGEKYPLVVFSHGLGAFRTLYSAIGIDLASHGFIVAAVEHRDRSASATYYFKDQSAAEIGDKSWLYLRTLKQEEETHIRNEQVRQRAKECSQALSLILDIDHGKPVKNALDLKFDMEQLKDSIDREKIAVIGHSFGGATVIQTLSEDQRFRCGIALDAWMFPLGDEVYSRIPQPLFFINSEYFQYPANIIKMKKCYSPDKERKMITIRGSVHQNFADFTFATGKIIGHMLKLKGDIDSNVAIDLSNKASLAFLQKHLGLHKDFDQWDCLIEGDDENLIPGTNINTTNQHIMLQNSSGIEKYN
PAD4 FP inh: PAD4 (human) enzyme inhibition. inhibition, % at 6.36 µM. recombinant PAD4, RCA probe fluorescence polarization. 330,000 tested, 0.41% active. Q9UM07;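 active = percent inhibition above a cutoff equal to the mean of all tested compounds plus 3 SD, cut at about 15% in these data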;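 note: 0% = PAD4 with RCA probe and DMSO and 100% = probe without PAD4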
LYPLA1 inh: blocks human lysophospholipase 1, a PME1 counter-screen. O75608. recombinant LYPLA1, FP-Rh probe fluorescence polarization. inhibition, % at 5.9 µM. 320,000 tested, 0.16% active;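 active = inhibition above the mean of all tested compounds plus 3 SD, set per campaign, cut at about 14% in these data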;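 note: inhibitors block serine hydrolase probe labeling of LYPLA1 so polarization falls; 0% = enzyme with DMSO and 100% = wells lacking LYPLA1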
LYPLA2 counter: blocks human lysophospholipase 2, a PME1 counter-screen; O95372; recombinant LYPLA2, FP-Rh probe fluorescence polarization; inhibition, % at 5.9 µM; 320,000 tested, 0.38% active;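 active = inhibition above the screen-wide mean plus 3 SD, limit set per campaign, cut at about 26% in these data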;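 note: 0% = LYPLA2 with DMSO and 100% = wells lacking LYPLA2 enzyme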
Target sequence (O95372 whole entry, looked up): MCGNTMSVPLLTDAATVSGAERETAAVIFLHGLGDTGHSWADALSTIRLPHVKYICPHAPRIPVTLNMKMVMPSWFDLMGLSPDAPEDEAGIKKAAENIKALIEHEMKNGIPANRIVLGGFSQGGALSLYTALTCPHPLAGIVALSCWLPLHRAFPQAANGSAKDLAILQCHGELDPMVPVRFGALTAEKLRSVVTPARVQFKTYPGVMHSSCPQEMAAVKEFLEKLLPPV
PAFAH1B2 FP inh: blocks human PAF acetylhydrolase 1b catalytic subunit 2; P68402; recombinant PAFAH1B2, FP-rhodamine activity probe, fluorescence polarization; inhibition, % at 3.39 µM; 340,000 tested, 1.2% active; AID 492953;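 active = inhibition above the mean of all tested compounds plus 3 SD, cut at about 24% in these data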;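 note: 0% = enzyme with DMSO and 100% = wells lacking PAFAH1B2; many of its hits are not listed in these tables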
PREPL inhibitor: inhibitors of human prolyl oligopeptidase-like enzyme PREPL | AID 2751 | Q4J6C6 | recombinant PREPL, fluorescence polarization activity-based probe | inhibition, % at 5.96 µM | 320,000 tested, 0.68% active; in the data active = inhibition above about 43%;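 note: 0% = enzyme with DMSO and 100% = wells lacking enzyme; many of its hits are not listed in these tables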
* hit, by the source's call; · = not tested or not shown. An excerpt; the hit share may differ from the screen's.

No.	Structure	PME-1 primary	PAFAH1B3 inh	GSTO1 counter	pPAFAH FP inh	PAD4 FP inh
1	O=C(COC(=O)c1ccc(F)c(S(=O)(=O)N2CCOCC2)c1)Nc1ccc2[nH]c(=O)[nH]c2c1	2	5	·	0	0
2	COc1ccc(OC)c(NC(=O)c2c3c(nc4ccccc24)CCC3)c1	6	1	-2	8	1
3	Nc1ccc2nc(SCC(=O)N3CCOCC3)sc2c1	-3	7	14	1	2
4	CCOc1cc(/C=C(\C#N)C(=O)Nc2ccccn2)ccc1O	6	10	4	3	-1
5	Cc1ccc(-c2c3c(=O)n(C)c(=O)n(C)c3cn2Cc2ccccn2)cc1	5	2	-2	3	-5
6	Cc1ccc(C)c(CSc2ccc3nnc(-c4ccccn4)n3n2)c1	-1	2	0	1	-3
7	CC1(C(=O)N(CC(=O)NC2CCCC2)Cc2ccco2)CC(=O)N=C2C=CC=CN21 (configuration not stated)	-2	0	-2	-1	2
8	Cc1cc(OCC(=O)N(C)C)c2c(-c3ccccc3)cc(=O)oc2c1	-9	2	0	-10	-3
9	O=C(Cc1ccccc1)Nc1c2c(nn1-c1cccc(Cl)c1)CS(=O)(=O)C2	2	4	-5	-10	-1
10	C#CCN1C(=O)S/C(=C\c2ccc(-c3ccc(C(=O)O)cc3C)o2)C1=O	-14	3	8	31*	-11
11	CC(=O)N1N=C(c2ccc(Br)cc2)OC1(C)CC(=O)Nc1ccccc1 (configuration not stated)	-8	13	-3	2	-2
12	Cc1cc(=O)[nH]c(N/N=C/C=C/c2ccccc2)n1	-10	5	6	4	4

No.	LYPLA1 inh	LYPLA2 counter	PAFAH1B2 FP inh	PREPL inhibitor
1	-4	7	7	13
2	0	4	2	2
3	-3	1	5	18
4	-3	3	5	3
5	0	6	5	-4
6	4	8	-1	20
7	-2	3	3	-3
8	-1	-3	-1	-11
9	0	-5	1	-4
10	2	2	5	0
11	3	5	13	-21
12	1	-1	0	10

Overlap with the part before: 7 entries, followed by the next part.
No.	Structure	PME-1 primary	PAFAH1B3 inh	GSTO1 counter	pPAFAH FP inh	PAD4 FP inh
6	Cc1ccc(C)c(CSc2ccc3nnc(-c4ccccn4)n3n2)c1	-1	2	0	1	-3
7	CC1(C(=O)N(CC(=O)NC2CCCC2)Cc2ccco2)CC(=O)N=C2C=CC=CN21 (configuration not stated)	-2	0	-2	-1	2
8	Cc1cc(OCC(=O)N(C)C)c2c(-c3ccccc3)cc(=O)oc2c1	-9	2	0	-10	-3
9	O=C(Cc1ccccc1)Nc1c2c(nn1-c1cccc(Cl)c1)CS(=O)(=O)C2	2	4	-5	-10	-1
10	C#CCN1C(=O)S/C(=C\c2ccc(-c3ccc(C(=O)O)cc3C)o2)C1=O	-14	3	8	31*	-11
11	CC(=O)N1N=C(c2ccc(Br)cc2)OC1(C)CC(=O)Nc1ccccc1 (configuration not stated)	-8	13	-3	2	-2
12	Cc1cc(=O)[nH]c(N/N=C/C=C/c2ccccc2)n1	-10	5	6	4	4
13	Cc1ccc(OCc2nc(-c3ccccn3)no2)cc1	5	9	0	2	0
14	O=C(COC(=O)CCS(=O)(=O)c1ccc(F)cc1)NC1CCCCC1	0	6	·	11	-6
15	COc1cc(OC)cc(-c2nc(SCC(=O)Nc3ccccc3F)n[nH]2)c1	2	6	1	-1	0
16	Cc1ccc2oc(-c3cccc(NC(=O)Cn4cnc5c(=O)n(C)c(=O)n(C)c54)c3)nc2c1	-3	·	-13	-9	-2
17	O=C(NCCc1cccc(Cl)c1)c1cc2ccccc2oc1=O	-5	6	-3	1	7
18	COc1cc(/C=N/N2CCOCC2)ccc1OC(=O)c1ccco1	-11	14	2	2	-1
19	O=[N+]([O-])c1cccc(-n2cc3ccc([N+](=O)[O-])cc3n2)c1	0	-2	·	2	-3
20	O=C(CN1CCN(Cc2ccc3c(c2)OCO3)CC1)Nc1ccc2[nH]c(=O)[nH]c2c1	·	-4	·	5	-1
21	COc1ccc(S(=O)(=O)/N=C2/NC(=O)/C(=C\c3cc(OC)c(OC)cc3[N+](=O)[O-])S2)cc1	3	4	33	4	-6
22	O=C(Nc1ccc(NC(=S)NC(=O)c2ccccc2F)cc1)c1cccs1	-39	3	-20	0	0
23	O=C(NC(Cc1ccccc1)C(=O)O)/C(=C\c1ccccc1)NC(=O)c1ccc(Br)o1 (configuration not stated)	3	-8	-2	-1	-1
24	COc1ccc(COC(=O)C2CCN(S(=O)(=O)c3ccc(Cl)cc3)CC2)cc1	-1	5	5	4	6

No.	LYPLA1 inh	LYPLA2 counter	PAFAH1B2 FP inh	PREPL inhibitor
6	4	8	-1	20
7	-2	3	3	-3
8	-1	-3	-1	-11
9	0	-5	1	-4
10	2	2	5	0
11	3	5	13	-21
12	1	-1	0	10
13	0	1	7	14
14	0	4	6	17
15	-1	1	0	12
16	-7	-3	·	-132
17	-2	-2	4	3
18	0	2	4	32
19	0	-1	-3	4
20	·	·	2	41
21	-2	-6	14	8
22	-33	-50	-5	4
23	-4	3	3	0
24	-2	7	17	10

Remaining list, next part
No.	Structure	PME-1 primary	PAFAH1B3 inh	GSTO1 counter	pPAFAH FP inh	PAD4 FP inh
25	On1c(-c2ccc(Cl)cc2Cl)nc2ncccc21	-8	-2	-3	1	8
26	Cc1csc2nc(CNS(=O)(=O)c3cccnc3)cn12	-5	2	-2	4	-2
27	CCc1noc(C)c1C(=O)Nc1nc(-c2cccs2)cs1	-7	1	-6	1	-3
28	Cc1ccc(-c2nnc3n2N=C(c2ccc(Br)cc2)CS3)cc1	0	-5	2	1	-2
29	O=C(/C=C/c1ccco1)NC(=S)Nc1ccc(N2CCCC2)cc1	16	1	50*	47*	1
30	CN1CCC(N(C)S(=O)(=O)c2ccc(NC(=O)c3cccc(C#N)c3)cc2)CC1	0	0	·	-4	-7
31	Cc1ccc(S(=O)(=O)N2CCC(C(=O)Nc3ccccc3N3CCCC3)CC2)c(C)c1	11	2	3	5	1
32	OCC1(Cc2ccccc2)CCN(Cc2cnn(-c3ccccc3F)c2)CC1	2	11	6	-2	-1
33	CC(C)COC(=O)Nc1ccc(C(=O)O)cc1	-1	3	-1	0	-7
34	Cc1ccc(OCCNC(=O)c2cc(C3CC3)nc3c2cnn3C(C)C)cc1	-8	-9	·	4	-4
35	Cn1c(=O)n(C)c2cc([N+](=O)[O-])c(N3CCN(C(=O)c4cccc(Cl)c4)CC3)cc21	4	7	4	6	-6
36	O=C(COC(=O)Cc1n[nH]c(=O)c2ccccc12)Nc1cccc(C(F)(F)F)c1	-3	-6	-6	5	-6

No.	LYPLA1 inh	LYPLA2 counter	PAFAH1B2 FP inh	PREPL inhibitor
25	-1	1	6	1
26	1	-5	0	-3
27	3	0	2	-4
28	-2	-3	0	-18
29	5	13	2	24
30	-2	0	0	-5
31	1	-1	6	17
32	1	-1	2	1
33	-1	2	8	13
34	-4	-8	-3	16
35	0	10	2	17
36	-3	-3	0	-12

Continued:
No.	Structure	PME-1 primary	PAFAH1B3 inh	GSTO1 counter	pPAFAH FP inh	PAD4 FP inh
37	O=C(NC1CCCCC1)C(c1ccc2ncccc2c1)N(Cc1ccccc1)C(=O)c1ccc2c(c1)OCCO2 (configuration not stated)	-2	-3	0	9	3
38	CCOC(=O)C1CCN(S(=O)(=O)c2ccc3c(c2)CCN3C(C)=O)CC1	1	8	-11	1	-4
39	Cc1cc(C)c2c(CN3CCN(C)CC3)cc(=O)oc2c1	0	-7	6	4	0
40	CCCCCOC(=O)CSc1n[nH]c(=O)[nH]c1=O	-3	8	7	-2	-1
41	CC(=O)c1sc2ccccc2c1OC(=O)c1ccco1	-3	5	18	3	0
42	CC1CN(c2oc(-c3ccccc3Cl)nc2C#N)CC(C)O1 (configuration not stated)	1	-8	-6	4	4
43	O=C(Nc1ccc(Cl)cc1)c1nc[nH]c1C(=O)NCc1ccccc1	1	-12	·	1	1
44	CCN(CC(=O)NC1CCS(=O)(=O)C1)C(=O)c1ccc(OC)c([N+](=O)[O-])c1 (configuration not stated)	-8	-1	·	1	5
45	Cc1ccc(NC(=O)COc2ccc(Br)cc2C)cc1	-50	5	1	1	-2
46	C#CCOCCOCCOCCNc1nc(N2CCN(C(=O)Cn3cc(CCCCN)nn3)CC2)nc(N2CCN(C(=O)[C@H](C(C)C)n3cc(CCO)nn3)CC2)n1	4	1	1	-1	5
47	CN(C)S(=O)(=O)N1CCN(C(=O)c2ccc3c(c2)OCO3)CC1	5	9	5	6	-5
48	COc1ccccc1-c1n[nH]c(=S)n1Cc1ccco1	5	·	16	1	3

No.	LYPLA1 inh	LYPLA2 counter	PAFAH1B2 FP inh	PREPL inhibitor
37	4	5	0	4
38	2	0	5	-48
39	-2	-4	-1	14
40	4	6	10	4
41	5	10	2	28
42	-1	5	2	0
43	-7	-6	-10	-14
44	-4	4	1	3
45	2	-1	-3	7
46	-1	-4	4	-8
47	-3	-1	1	-2
48	2	4	·	12

Following part:
No.	Structure	PME-1 primary	PAFAH1B3 inh	GSTO1 counter	pPAFAH FP inh	PAD4 FP inh
49	N/C(=N\O)c1ccc(Cl)cc1Cl	-3	0	11	2	1
50	CCOC(=O)c1sc(N2N=C(C)/C(=C\c3ccc(OCC(=O)OC)cc3)C2=O)nc1C	2	-1	39*	17	-11
51	C=CCn1c(SCc2ccc(C(=O)NCCO)cc2)nc2ccccc2c1=O	5	9	1	3	0
52	Cc1cc(OCCOCCN(C)C)ccc1Cl	6	5	4	1	4
53	Cc1ccc(S(=O)(=O)N2CCN(c3ccnc4cc(Cl)ccc34)CC2)cc1	-3	8	6	2	-1
54	Cc1ccc2c(c1)N(CC(=O)NCCCN1CCCCC1)C(=O)c1cccnc1O2	-7	-1	1	1	-3
55	CC(=O)Nc1ccc(S(=O)(=O)N2CCN(C(=O)c3ccco3)CC2)cc1	1	1	5	2	3
56	COc1ccc(C(=O)CN2CCN(c3ccc(Cl)cc3)CC2)cc1OC	2	0	2	7	0
57	CC(C)CN(C(=O)COC(=O)c1cncc(Br)c1)c1c(N)n(Cc2ccccc2)c(=O)[nH]c1=O	0	2	2	1	-1
58	CC1CC(C)(C)NC(=S)N1CCC(=O)Nc1ccc2c(c1)OCCO2 (configuration not stated)	-1	11	2	7	-3
59	CCc1ccc(NC(=O)NNC(=O)c2cc3ccccc3cc2O)cc1	-2	13	0	33*	-3
60	COC(=O)c1[nH]c2ccccc2c1NC(=O)CCN1CCSCC1	-6	7	4	0	0
61	C=C(C)Cn1c(=S)[nH]c2ccccc2c1=O	-7	16	10	4	5
62	COc1cc(/C=N/O)cc(Br)c1OS(=O)(=O)c1ccc(C)cc1	-25	-6	-15	-9	0
63	Cc1ccc(Oc2ncccc2/C=N/O)cc1	5	3	-5	1	-2

No.	LYPLA1 inh	LYPLA2 counter	PAFAH1B2 FP inh	PREPL inhibitor
49	2	2	8	-2
50	-2	9	4	8
51	3	6	3	-2
52	-1	1	2	11
53	-5	0	8	-23
54	1	1	3	9
55	-4	-4	5	-1
56	3	3	-3	24
57	-1	2	-2	2
58	-2	2	2	12
59	-2	-1	8	10
60	1	-3	-4	-8
61	3	6	1	1
62	-16	-19	2	-4
63	2	3	0	2

Screening results from PubChem BioAssay.
